Screens (PubChem)
NS5 inhibitors = Dengue-2 NS5 methyltransferase inhibitors, primary screen, biochemical, confirmation dose response (AID 588689); one-dose inhibition, % at 25 µM; IC50 in µM for titrated hits; Dengue-2 NS5 methyltransferase capping enzyme assay, biochemical; higher % means a stronger effect; 340,000 compounds, 0.3% hits; in the data active = a potency from the dose series; inconclusive = inhibition above about 29% without an active follow-up result
RSV antiviral HEp-2 = inhibition of RSV-induced cytopathic effect – HEp-2 cells, primary 10 µM value included (AID 2391) | HEp-2 cells, RSV-induced CPE inhibition; higher % means a stronger effect | CPE inhibition, % at 10 µM; hits with a dose series show IC50 in µM | 310,000 compounds, 0.13% hits; in the data active = a potency from the dose series; inconclusive = CPE inhibition mostly from about 23% at the one dose, without a potency; inactive = the rest, 99 in 100 with CPE inhibition below about 21%; note: strong numbers were not always called active
NTR1 ag = agonists of NTR1, primary screen, imaging, U2OS cells, beta-arrestin-GFP, high content (AID 493036); NTR1-U2OS beta-arrestin-GFP spot imaging, agonist mode; P30989; 330,000 compounds, 0.17% hits; activation, % at 20 µM;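 active = activation at or above 40% of the spot to cytoplasm intensity ratio, with at least 20 cells analyzed; inconclusive = wells under 20 cells, flagged as cytotoxic or low count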;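 note: 0% = DMSO without peptide and 100% = 100 nM NTR1 peptide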
Target sequence (P30989 whole entry, looked up): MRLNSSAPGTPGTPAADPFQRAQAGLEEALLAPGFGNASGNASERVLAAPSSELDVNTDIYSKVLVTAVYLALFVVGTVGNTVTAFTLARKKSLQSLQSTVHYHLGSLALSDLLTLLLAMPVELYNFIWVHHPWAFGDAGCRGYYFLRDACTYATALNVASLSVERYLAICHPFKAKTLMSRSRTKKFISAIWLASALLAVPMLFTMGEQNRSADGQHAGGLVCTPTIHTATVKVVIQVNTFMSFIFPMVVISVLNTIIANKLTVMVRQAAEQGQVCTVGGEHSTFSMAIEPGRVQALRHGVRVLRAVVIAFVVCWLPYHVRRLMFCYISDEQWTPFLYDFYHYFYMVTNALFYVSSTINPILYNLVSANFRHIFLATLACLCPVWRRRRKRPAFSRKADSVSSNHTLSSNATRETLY
K1F lysis inhibition = protection from phage-mediated lysis, alamar blue read-out – E. coli UTI89, K1F phage, bacterial capsule biogenesis inhibitors (AID 488966). inhibition, % at 100 µM; hits with a dose series show IC50 in µM. 340,000 compounds, 0.02% hits. E. coli UTI89 K1F phage lysis, alamar blue, 2 h; higher % means a stronger effect;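 active = phage lysis inhibition, versus mean bacterial control, above a set limit; inconclusive = no clear call, values can overlap the other calls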;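 note: capsule biogenesis inhibitors block K1F phage lysis so surviving cells raise fluorescence; higher fluorescence means more inhibition of phage lysis; actives were called in the ten point dose series up to 300 µM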
PhoP inhibition = inhibitors of PhoP regulon expression, primary screen, Salmonella Typhimurium, GFP reporter (AID 1863); S. Typhimurium PhoP-regulated promoter GFP reporter, 4 h; higher % means a stronger effect; one-dose inhibition, % at 50 µM; IC50 in µM for titrated hits; 300,000 compounds, 0.16% hits;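 active = inhibition over 29.93%, a cutoff 3 SD above the screen mean, later confirmed by dose response; inconclusive = inhibition over 29.93% but no dose response follow-up; inactive = inhibition at most 29.93% or unconfirmed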;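 note: 0% = low Mg2+ inducing control and 100% = high Mg2+ repressing control; strong numbers were not always called active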
West Nile virus CPE = West Nile virus antiviral activity, cell-based, CPE readout (AID 1621); 290,000 compounds, 0.02% hits; West Nile virus-infected cells, CPE inhibition; higher % means a stronger effect; CPE inhibition, % at 10 µM; hits with a dose series show IC50 in µM; in the data active = a potency from the dose series; inconclusive = CPE inhibition mostly from about 3.7% at the one dose, without a potency; inactive = the rest, 99 in 100 with CPE inhibition below about 2.2%; note: strong numbers were not always called active
T cell modulator = modulates CD8 T cell binding to vesicles; 2C CD8+ T cell-vesicle binding, flow cytometry; hits give low values; calls only at 7 µM; 330,000 compounds, 0.068% hits; AID 2052;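 active = response, share of CD8 T cells binding vesicles, and their 90th percentile fluorescence all below set limits, cut at about 80% in these data, passing the limit was not always enough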
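Test system: purified 2C TCR transgenic mouse naive CD8+ T cells. Probe or stimulus: QL9-peptide-loaded Drosophila micro-vesicles bearing Ld, ICAM-1 and B7-1. Incubation: binding step 1.5 h, 37 °C, antibody labelling 20 min, ice. Measured by: flow cytometry of vesicle-bound cells.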
SV40 large T antigen = TAg ATPase/helicase activity blockers – biochemical (AID 1903); SV40 large T antigen ATPase/helicase inhibition assay; higher % means a stronger effect; one-dose inhibition, % at 20 µM; IC50 in µM for titrated hits; 310,000 compounds, 0.39% hits; in the data active = a potency from the dose series; inconclusive = inhibition mostly from about 32% at the one dose, without a potency; inactive = the rest, 99 in 100 with inhibition below about 32%; note: strong numbers were not always called active
Rac1 GTP hydrolysis = MgcRacGAP GTPase-activating activity inhibitors, confirmation, biochemical, ADP Hunter fluorescence. MgcRacGAP-stimulated Rac1 GTP hydrolysis, ADP Hunter fluorescence; higher % means a stronger effect; GST-tagged Rac1 F28L mutant substrate. 340,000 compounds, 0.6% hits. inhibition, % at 30 µM; hits with a dose series show IC50 in µM. AID 624330;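 active = first-screen hits whose inhibition reached a set limit at any dose in the follow-up dose series; inconclusive = inhibition above the set first-screen limit but never retested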;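 note: fluorescence reports GDP produced by GAP-driven GTP hydrolysis; strong numbers were not always called active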
T cell modulator vesicle-bound % = recorded beside T cell modulator, whose call it bears; double positive events, %; measured here: CD8+ vesicle-bound cell fraction;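 binding gate set so that unloaded-vesicle control wells show 10% double positive cells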
NTR1 ag cell count 20 µM = second read-out of NTR1 ag, no call of its own (marks repeat the call); cell count; measured here: cell count, cytotoxicity flag
NS5 inhibitors pilot replicate = second read-out of NS5 inhibitors, no call of its own (marks repeat the call); inhibition, %; measured here: pilot screen replicate inhibition
An asterisk follows results filed as active; i = inactive; ? = inconclusive; / = no result given; [ ] = remark or other dose.

SMILES	NS5 inhibitors	RSV antiviral HEp-2	NTR1 ag	NTR1 ag cell count 20 µM	K1F lysis inhibition	PhoP inhibition	West Nile virus CPE	T cell modulator	T cell modulator vesicle-bound %	SV40 large T antigen	Rac1 GTP hydrolysis	others
COc1ccc(CCNC(=O)C(=O)NCC2OCCN2S(=O)(=O)c2ccc(OC)c(C)c2)cc1 (centres undefined)	0%	2.5%	1.4	62	0.1%	/	-1.2%	i	35	4%	12%
CCOC(=O)c1nn(-c2cccc(OC)c2)c(-c2ccccc2)c1C(=O)c1ccccc1	-4%	2.8%	2.1	44	-0.4%	-5%	0.1%	i	62	6%	12%
O=C(/C=C/Sc1ccccc1)c1ccccc1	2%	2.4%	11	39	0.2%	23%	?	i	26	0%	8%
COc1cccc(-c2onc3ccc(C(=O)/C=C/N(C)C)cc23)c1	13%	?	0.3	91	0.1%	14%	-0.4%	i	48	1%	9%
CCOC(=O)C1=C(c2ccccc2)NC(N)=NC1c1ccc(OCc2ccc(C(=O)OC)cc2)cc1 (centres undefined)	-7%	-4.5%	24	48	3.5%[50 µM]	-15%	-1.5%	i	47	4%	8%
COc1cc(-c2nnc(COC(=O)c3nn(CC(C)C)c(=O)c4ccccc34)o2)cc(OC)c1OC	4%	-1.6%	1.8	70	0.5%[50 µM]	12%	/	i	16	-1%	0%
CC(C)C(c1nnnn1Cc1ccccc1)N1CCN(Cc2ccco2)CC1 (centres undefined)	11%	0.0%	0.1	62	0.1%	-5%	-0.6%	i	33	5%	4%
COc1ccc(-c2cn(CCC(=O)O)c(-c3ccc(Cl)nc3)n2)cc1	-2%	0.3%	-0.9	49	0.6%	/	/	i	33	17%	4%
CCN(C(=O)CSc1ncnc2sc(C)c(C)c12)C1CCS(=O)(=O)C1 (centres undefined)	-1%	22%	-1.6	59	-0.2%	1%	-1.5%	i	61	11%	3%
Cc1ccc(C(=O)N/C(=C\c2ccco2)C(=O)NC2CCS(=O)(=O)C2)cc1 (centres undefined)	0%	2.8%	0.5	48	0.5%	0%	0.3%	i	22	27%	7%
CC(C)(C)N/C=C(\C#N)S(=O)(=O)c1ccc(Br)cc1	/	0.6%	-1.0	46	/	-7%	0.0%	i	34	5%	/
CNC(=O)c1ccccc1-c1cn(C)c2ccccc2c1=O	-6%	1.1%	-1.8	54	-0.1%	-2%	0.3%	i	46	4%	1%
CCOc1ccccc1Nc1nc(-c2sc(NC(=O)c3ccco3)nc2C)cs1	-4%	1.2%	-0.5	84	0.5%	4%	1.0%	i	20	16%	2%
O=C(NCC1CCCO1)c1onc(CSc2cccc(Cl)c2)c1C(=O)O (centres undefined)	-7%	1.3%	-1.8	76	-0.9%	-3%	0.1%	/	/	12%	4%
O=C(O)c1ccc(Nc2ccc(Cl)c(Cl)c2)c([N+](=O)[O-])c1	14%	?	0.2	82	-0.3%[50 µM]	10%	0.6%	i	30	2%	9%
O=C(NCC1CCCN1S(=O)(=O)c1cccs1)c1ccc(F)c(F)c1 (centres undefined)	3%	8.2%	-0.9	56	0.7%[50 µM]	2%	/	i	43	18%	3%
Cc1cc(NC(=O)CCCOc2ccc(Cl)cc2Cl)no1	-4%	0.7%	-0.8	57	-0.1%	-2%	0.3%	i	15	7%	16%
O=C(/C=C/c1ccccc1)Nc1ccc2c(c1)C(=O)NC2=O	1%	1.1%	7.6	52	0.1%	2%	0.7%	i	30	7%	-8%
O=C(OC(C(=O)NC1CCCC1)c1ccccc1F)c1ccco1 (centres undefined)	-15%	0.5%	-0.9	77	0.5%	6%	0.2%	i	39	-4%	0%
Cc1[nH]c2ccccc2c1-c1csc(NC(=O)CSCC(=O)O)n1	10%	0.3%	1.6	61	0.3%	-2%	-0.2%	i	17	26µM*	20%
COc1ccc(C2C(C(C)=O)=C(C)N=c3s/c(=C\c4ccc5c(c4)OCO5)c(=O)n32)c(OC)c1 (centres undefined)	-5%	3.4%	1.2	38	0.8%	/	-0.2%	i	47	/	5%
Cc1cccc(C)c1OCC(=O)Nc1nnc(C2CCCO2)s1 (centres undefined)	-6%	1.0%	-0.3	59	0.2%[50 µM]	-10%	0.3%	i	25	18%	-7%
O=C(Nc1ccccn1)c1cccnc1	8%	0.0%	0.3	41	0.5%	4%	0.5%	i	31	-1%	9%
CC1=NN(c2nc(-c3ccc(Cl)cc3)cs2)C(=O)C1	48%	5.4%	-0.1	93	-0.4%	-3%	-0.4%	i	7	21%	8%
O=[N+]([O-])c1c(NCc2ccco2)ccc2nonc12	/	8.9%	-0.8	51	/	-7%	0.4%	i	27	12%	/

Fetched one by one from above (two):
SMILES	NS5 inhibitors	RSV antiviral HEp-2	NTR1 ag	NTR1 ag cell count 20 µM	K1F lysis inhibition	PhoP inhibition	West Nile virus CPE	T cell modulator	T cell modulator vesicle-bound %	SV40 large T antigen	Rac1 GTP hydrolysis	others
CC1=NN(c2nc(-c3ccc(Cl)cc3)cs2)C(=O)C1	48%	5.4%	-0.1	93	-0.4%	-3%	-0.4%	i	7	21%	8%
CC(C)C(c1nnnn1Cc1ccccc1)N1CCN(Cc2ccco2)CC1 (centres undefined)	11%	0.0%	0.1	62	0.1%	-5%	-0.6%	i	33	5%	4%

Later entries
SMILES	NS5 inhibitors	RSV antiviral HEp-2	NTR1 ag	NTR1 ag cell count 20 µM	K1F lysis inhibition	PhoP inhibition	West Nile virus CPE	T cell modulator	T cell modulator vesicle-bound %	SV40 large T antigen	Rac1 GTP hydrolysis	others
O=C(O)/C(=C/c1ccco1)NC(=O)c1ccccc1	-4%	0.6%	-0.9	54	4.5%	-4%	-0.4%	i	54	12%	12%
O=C(CN(Cc1ccco1)C(=O)c1ccc(Cl)cc1)Nc1ccc(Cl)c(Cl)c1	-7%	1.5%	9.2	60	3.1%	-2%	-0.8%	i	35	2%	1%
COc1cc(CNc2ccc3[nH]c(=O)[nH]c3c2)ccc1OCc1ccccc1F	3%	5.2%	-0.2	54	0.1%	8%	-0.8%	i	60	17%	48%	NS5 inhibitors pilot replicate=1.8
CCNC(=O)CN1C(=O)NC(CCc2ccccc2)C1=O (centres undefined)	-14%	1.8%	0.0	64	0.1%	2%	0.1%	i	52	11%	2%
CSc1ccc(/C=N/n2c(Cc3ccc(Br)cc3)n[nH]c2=S)cc1	5%	7.1%	6.9	46	-1.6%	-1%	-0.8%	i	6	20%	1%
CCOC(=O)C1=C(C)N(C)C(=O)NC1c1c(C)nn(-c2ccc(C)cc2)c1Cl (centres undefined)	5%	5.2%	0.0	45	0.0%	21%	0.3%	i	56	-15%	12%
CCOc1ccc(/C=C\c2nc(O)c([N+](=O)[O-])c(=O)[nH]2)cc1OCC	-1%	2.0%	-0.4	89	0.1%	-5%	-0.5%	i	28	22%	2%
COc1ccc(-n2nc([N+](=O)[O-])c(=NCCC3=CCCCC3)n2O)cc1	-1%	19%	10	44	0.0%	-7%	-0.9%	i	45	3%	9%
Cn1c(SCC(=O)NC2CC2)nnc1-c1cccc(NC(=O)c2ccccc2F)c1	4%	0.8%	0.1	97	0.1%	-4%	1.0%	i	50	0%	6%
O=C(CSCc1c(F)cccc1Cl)NCc1ccco1	-1%	-0.6%	-1.2	41	0.6%[50 µM]	0%	0.0%	i	36	-3%	2%
CCc1ccccc1NC(=O)CSC1=C(C#N)C(c2ccc3c(c2)OCO3)C2=C(CCCC2=O)N1 (centres undefined)	-3%	3.0%	2.5	53	0.4%	-3%	0.5%	i	25	10%	3%
CCOC(=O)c1ccc(NC(=O)c2ccc(CN3CCOCC3)cc2)cc1	2%	0.0%	-0.2	55	0.9%	0%	-0.1%	i	11	0%	4%
CN1CCN(c2ncc3c(n2)CC(c2ccccc2F)CC3=O)CC1 (centres undefined)	9%	-1.1%	1.2	44	0.4%	2%	-0.1%	i	26	0%	-1%
O=C(CCC(=O)N1CCOc2ccccc21)NCCCc1ccccc1	-1%	1.3%	3.2	62	2.3%	/	0.0%	i	30	-8%	12%
COc1ccccc1C(=O)N1CCN(c2ccccn2)CC1	-2%	0.6%	0.8	43	0.6%	2%	0.6%	i	22	7%	7%
CSc1ccccc1NC(=O)CSc1cccc[n+]1[O-]	8%	/	1.3	64	3.3%	/	/	i	42	/	1%
CC(C)Cc1nnc(NC(=O)CCNC(=O)c2ccccc2Cl)s1	-3%	0.9%	-1.1	55	0.8%[50 µM]	/	/	i	27	/	3%
O=C(c1ccccc1F)N1CCN=C1c1ccccc1	-8%	0.0%	-2.1	49	0.1%	6%	-0.9%	i	40	6%	9%
COc1cccc(CN(C)C(=O)c2cc(S(=O)(=O)NC3CCCCC3)ccc2C)c1	-1%	/	3.2	58	0.6%[50 µM]	/	/	i	47	/	4%
CC1CC(C)CN(C(=O)CN2C(=O)NC(c3ccccc3)(c3ccccc3)C2=O)C1 (centres undefined)	10%	1.8%	7.4	89	0.1%[50 µM]	/	/	i	20	/	0%
COc1cc(O)c(C(CC(=O)N2CCCC2)c2cc(OC)c(OC)c(OC)c2)c(OC)c1 (centres undefined)	-4%	-1.3%	-5.4	102	1.9%	-5%	-0.5%	i	38	-16%	9%
O=S(=O)(CCOc1ccccc1)c1nc2ccccc2[nH]1	-3%	9.3%	0.9	77	0.1%	-11%	-0.7%	i	5	12%	4%
CC1CCN(C(=O)c2[nH]cnc2C(=O)N[C@@H](Cc2ccccc2)C(=O)OC(C)(C)C)CC1	2%	-2.3%	-1.9	43	-0.3%	-2%	0.5%	i	16	6%	1%
COc1ccc(NC(C)=O)cc1NC(C)C(=O)Nc1ccc(S(=O)(=O)N2CCCCC2)cc1 (centres undefined)	-9%	1.5%	-1.2	70	-0.2%	/	/	i	20	/	10%
CNc1nc(Oc2ccccc2C(=O)OC)nc(SC)n1	2%	-0.6%	-2.7	100	0.1%	12%	-0.7%	i	15	2%	8%	NS5 inhibitors pilot replicate=-0.8
C=CCn1c(N)c(C(=O)NCc2cccnc2)sc1=S	3%	1.4%	-0.5	73	0.0%	5%	-0.2%	i	16	10%	6%
COc1ccc(CN(C(=O)/C=C/c2ccco2)C2CCS(=O)(=O)C2)cc1OC (centres undefined)	-1%	4.9%	-0.4	55	0.0%	0%	1.4%	i	38	19%	15%
O=C(COC(=O)c1cccs1)Nc1cccc(S(=O)(=O)N2CCCCC2)c1	-8%	/	1.8	63	2.1%	/	/	i	45	/	4%
